PrPC surface inh – inhibitors of human cell surface prion protein PrPC | inhibition, % at 13.8 µM | AID 720596 | actives 0.43% (n = 370,000) | TR-FRET read-out | P04156; in the data active means inhibition above about 24%; further: 0% = median of the test wells and 100% = reference compound wells
GDH-TPI counter – inhibits GDH-TPI coupling enzymes, artifact for Mtb FBA screen; GDH-TPI coupled enzyme counterscreen, NADH absorbance; inhibition, % at 4.8 µM; actives 1.2% (n = 360,000); AID 588335;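 further: 0% = DMSO wells and 100% = wells lacking the enzyme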
Mtb BioA inh – BioA (M. tuberculosis) enzyme inhibition | purified M. tuberculosis BioA enzyme, plate reader | inhibition, % at 9.99 µM | actives 0.096% (n = 360,000) | AID 602481; in the data active means inhibition above about 40%; inconclusive means no clear call, values can overlap the other calls
Mtb FBA inh – inhibitors of M. tuberculosis fructose-bisphosphate aldolase; P9WQA3; purified M. tuberculosis FBA, fluorescence read-out; inhibition, % at 1 µM; actives 2.3% (n = 360,000); AID 588726; in the data active means inhibition above about 27%;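 further: 0% = vehicle and 100% = reference inhibitor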
Target sequence (P9WQA3 whole entry, looked up): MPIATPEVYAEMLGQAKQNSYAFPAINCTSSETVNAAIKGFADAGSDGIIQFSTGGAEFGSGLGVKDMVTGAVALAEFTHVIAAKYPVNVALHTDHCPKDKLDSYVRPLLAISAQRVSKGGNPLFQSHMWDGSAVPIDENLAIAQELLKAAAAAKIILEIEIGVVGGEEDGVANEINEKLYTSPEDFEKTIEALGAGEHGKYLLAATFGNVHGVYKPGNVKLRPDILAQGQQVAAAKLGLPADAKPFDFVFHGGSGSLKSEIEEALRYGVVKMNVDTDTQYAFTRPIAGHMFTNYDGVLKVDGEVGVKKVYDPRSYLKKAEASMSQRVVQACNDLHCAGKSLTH
Mtb UGM inh – inhibitors of M. tuberculosis UDP-galactopyranose mutase | purified UGM, fluorescence polarization probe displacement | AID 504406 | actives 0.06% (n = 320,000) | inhibition, % at 10 µM; in the data active means inhibition above about 10%, passing the limit was not always enough; inconclusive means no clear call, values can overlap the other calls
Target sequence (P9WIQ1 whole entry, looked up): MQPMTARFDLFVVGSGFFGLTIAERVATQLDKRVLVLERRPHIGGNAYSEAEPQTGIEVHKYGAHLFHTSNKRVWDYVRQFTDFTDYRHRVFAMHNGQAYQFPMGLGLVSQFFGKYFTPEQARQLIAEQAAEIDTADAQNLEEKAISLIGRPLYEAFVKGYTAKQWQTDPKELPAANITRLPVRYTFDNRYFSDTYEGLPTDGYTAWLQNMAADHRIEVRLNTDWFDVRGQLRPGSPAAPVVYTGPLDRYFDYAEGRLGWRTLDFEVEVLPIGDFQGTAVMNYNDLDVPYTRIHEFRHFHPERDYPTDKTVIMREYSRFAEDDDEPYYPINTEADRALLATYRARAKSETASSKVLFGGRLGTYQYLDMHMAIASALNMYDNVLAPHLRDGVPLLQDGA
BoNT F protease – BoNT F light chain protease inhibition; Multiplex microsphere protease cleavage assay, flow cytometry; inhibition, % at 10 µM; actives 0.22% (n = 360,000); in the data active means inhibition above about 35%, passing the limit was not always enough; inconclusive means no clear call, values can overlap the other calls; further: plate controls were buffer without enzyme for full effect and enzyme alone for no effect
FadD28 binding – M. tuberculosis FadD28 bisubstrate binding inhibition. FadD28 bisubstrate probe binding, fluorescence polarization. inhibition, % at 12.5 µM. actives 0.22% (n = 360,000); in the data active means inhibition above about 8.5%, passing the limit was not always enough; inconclusive means no clear call, values can overlap the other calls
CCHF vOTU inh – blocks the CCHF virus ovarian tumor domain protease; CCHFV vOTU protease, Pep-AMC fluorescence; inhibition, % at 11.5 µM; actives 0.55% (n = 370,000); further: 0% = vehicle wells with enzyme and 100% = no enzyme wells
BoNT-A LC inh2 – blocks Botulinum neurotoxin A light chain protease; multiplex microsphere protease substrate cleavage, flow cytometry; inhibition, % at 10 µM; actives 0.17% (n = 360,000); in the data active means inhibition above about 30%; inconclusive means no clear call, values can overlap the other calls; further: plate controls were buffer without enzyme for full effect and enzyme alone for no effect
* hit, by the source's call; ? = inconclusive; . = not tested or not shown. Unless noted, no stated cut-off is given here; in the data, active means inhibition above about 30%; inactive means the rest.

SMILES	PrPC surface inh	GDH-TPI counter	Mtb BioA inh	Mtb FBA inh	Mtb UGM inh	BoNT F protease	FadD28 binding	CCHF vOTU inh	BoNT-A LC inh2
Cc1cccc(S(=O)(=O)C(C#N)c2nc3ccccc3nc2N2CCCC2)c1 (stereo not drawn)	-6	7	-0.9	74*	0.9	-8	-6.3	10	4.8
CC(C)NC(=O)CSc1nnc(CNC(=O)OC(C)(C)C)n1C	0	-7	.	-1	-0.5	-3	-0.7	7	0.1
Cc1cccc(C)c1NC(=S)/N=C/N(C)C	4	0	0.7	3	2.5	3	1.2	-1	0.3
O=C(CN1CCN(c2ccccc2)CC1)N/N=C/c1cccc(F)c1	-2	1	.	-2	-1.3	-8	-4.7	6	-1.1
CCN1C(=O)c2cccc3c(S(=O)(=O)Nc4c(C)n(C)n(-c5ccccc5)c4=O)ccc1c23	-8	6	-1.2	0	-1.5	-2	-1.9	14	0.2
Cc1c(C(C)(C)O)[nH]c2cc(C(F)(F)F)ccc12	-3	1	-0.2	13	0.2	-6	-1.7	20	0.1
N/C(=N\OC(=O)c1ccc(Cl)cc1Cl)c1ccccn1	3	0	0.1	2	-0.1	-4	-1.0	-6	-0.9
Cc1cccc(/C=C2\CCC(=C3SCCCS3)C2=O)c1	-3	15	.	-5	-1.8	-6	-1.5	-1	-0.1
Cc1nc2ccccc2c(=O)n1-c1cc([N+](=O)[O-])cc([N+](=O)[O-])c1	-26	-1	3.4	0	0.1	?	0.2	1	0.7
Cc1ccc(SCc2c(C(=O)N/N=C/c3ccoc3)nnn2-c2nonc2N)cc1	-4	9	27	2	0.7	-6	?	18	1.4
Cn1ccnc1SCC(=O)Nc1nc2c(F)c(F)c(F)cc2s1	8	-1	.	-8	-0.6	-3	-4.8	-3	0.0
CCc1cccc(NS(=O)(=O)c2ccc3c(c2)N(C)CCO3)c1	14	-5	2.7	1	0.4	5	-3.0	12	1.5
CCc1nc2ccc(C(=O)Nc3cccc(NS(C)(=O)=O)c3)cn2c1N(CC)CCOC	4	4	0.5	-4	.	-1	-1.0	2	-0.3
Cc1ccc(C)c(NC(=O)c2nnn(Cc3ccccc3)c2N)c1	27*	-3	0.4	1	0.7	-8	-5.9	5	-0.2
OC1(c2ccc3ccccc3c2)CCN(Cc2ccccc2)C1 (stereo not drawn)	.	-2	2.3	-2	0.9	-6	-5.1	.	-0.8
Cc1ccc2c(c1)C1CN(C)CCC1N2C(=S)NC(=O)c1ccc(Cl)cc1Cl (stereo not drawn)	-10	0	.	-2	5.8	-5	-2.0	-8	-1.0
O=C(CCc1nnc2ccc(NCc3ccccc3)nn12)NCC1CCN(C2CCCC2)C1 (stereo not drawn)	3	3	2.5	5	1.1	-2	-0.5	1	-0.5
CC(=O)Nc1cccc(-c2csc(Nc3cccc(C)n3)n2)c1	9	15	2.5	2	2.4	-5	-2.5	0	1.6
CN(CC(=O)Nc1ccc2c(c1)OCCO2)S(=O)(=O)c1ccc(F)cc1	-1	-3	-1.8	-1	0.6	-1	-1.3	8	0.1
COc1cccc(OC)c1C(=O)Nn1c(-c2cccs2)nc2ccccc2c1=O	-8	10	.	4	1.9	-7	-1.1	12	-0.2
CCOc1ccc(OCC)c(NC(=O)C2CCCN(c3ncccn3)C2)c1 (stereo not drawn)	-1	4	-1.4	1	2.6	-12	-1.6	-4	0.3
O=C(Nc1cccc(-c2nnn(CC(=O)N3CCc4ccccc4C3)n2)c1)C1CCC1	12	3	15	-4	-0.9	-2	-1.5	-17	0.2
O=C(Cn1c(COc2ccccc2)nc2ccccc21)Nc1cccc(Cl)c1	-3	8	.	2	1.6	1	0.3	17	0.3
CCOc1ccc(C2NC(=O)C(C#N)=C(S)N2c2cccc(C)c2)cc1OC (stereo not drawn)	4	-5	.	-2	0.1	0	-0.1	8	-0.1
Cc1ccc(C(=O)NCC(c2ccco2)N2CCc3ccccc32)cc1 (stereo not drawn)	8	-5	1.2	-3	1.0	?	-1.4	6	0.6
COCCNC(=O)C1CCCN(C(=O)c2sc(-c3ccccc3)nc2C)CC1 (stereo not drawn)	-4	10	-0.6	-2	.	1	-0.3	-17	-0.5
CC1CC(C)CN(c2ncc3c(n2)CC(c2ccccc2)CC3=O)C1 (stereo not drawn)	-3	9	-1.8	4	5.8	-15	1.8	-6	-0.1
O=C(CSc1nnnn1C1CCCC1)N1CCN(C(=O)c2ccco2)CC1	1	-13	0.9	2	-0.7	-2	-4.1	11	0.2
CCOC(=O)C1(C)/C(=N/Nc2cccc(Cl)c2)C(=O)C(=O)N1c1ccccc1 (stereo not drawn)	8	-1	.	0	0.9	-6	-0.3	1	1.2
COc1ccc(N=Nc2cc(-c3ccccc3)ccc2O)cc1	-4	12	-1.5	-4	1.5	-40	-3.1	-6	3.1

Record cards, as listed above. Values in the order: PrPC surface inh	GDH-TPI counter	Mtb BioA inh	Mtb FBA inh	Mtb UGM inh	BoNT F protease	FadD28 binding	CCHF vOTU inh	BoNT-A LC inh2
Entry for `CCOc1ccc(C2NC(=O)C(C#N)=C(S)N2c2cccc(C)c2)cc1OC` (stereo not drawn) : 4	-5	.	-2	0.1	0	-0.1	8	-0.1
Entry for `Cc1ccc2c(c1)C1CN(C)CCC1N2C(=S)NC(=O)c1ccc(Cl)cc1Cl` (stereo not drawn) : -10	0	.	-2	5.8	-5	-2.0	-8	-1.0
Entry for `COc1cccc(OC)c1C(=O)Nn1c(-c2cccs2)nc2ccccc2c1=O` : -8	10	.	4	1.9	-7	-1.1	12	-0.2

More results
SMILES	PrPC surface inh	GDH-TPI counter	Mtb BioA inh	Mtb FBA inh	Mtb UGM inh	BoNT F protease	FadD28 binding	CCHF vOTU inh	BoNT-A LC inh2
COc1ccc(C2=NO[C@@](CC(=O)O)(C(=O)Nc3ccc4c(c3)OCCO4)C2)cc1	-4	1	1.2	-1	1.7	-3	.	6	1.3
COc1cc(/C=C/C(=O)OCC(=O)NC(=O)NC(C)C)ccc1O	1	25	0.4	0	-3.6	-3	2.0	-6	3.4
CCOC(=O)c1cnc2ccc(C)cc2c1Sc1ccccc1	4	7	-1.0	-1	0.0	1	-1.9	13	1.6
CC1(C)CC(=O)C=C(NNC(=O)C2CCCCC2)C1	7	2	1.0	-3	0.5	4	-1.4	0	0.6
CCC1CCCCN1CCCNC(=O)c1cn(C)c2ccc(S(=O)(=O)N3CCOCC3)cc2c1=O (stereo not drawn)	-5	13	-0.8	-3	1.1	10	0.6	-4	0.8
Nc1nc(-c2ccco2)nc(N2CCCCC2)n1	-1	-3	-1.9	1	-0.9	2	-1.2	-4	-0.2
COc1ccc(NCc2nnc(SCC(=O)N3CCCc4ccccc43)o2)cc1	-2	6	-1.7	-2	2.1	-4	-1.4	6	2.3
Cc1cccc(NC(=O)C2CCN(c3nccc(C)n3)CC2)c1	5	8	-0.6	5	0.0	-4	-1.8	-4	?
Cc1cc(C)c(S(=O)(=O)Nc2ccccc2)c(C)c1	8	-3	0.8	-3	.	4	-4.1	9	-0.3
C=CCn1c(-c2ccc(OC)cc2)nc2ccccc21	2	-9	.	9	0.2	-4	-5.3	2	-0.2
CC(C)N(C(=O)[C@H]1C[C@H](CC(=O)NCCCN(C)C)C(=O)N2CCc3c([nH]c4cc(CCC(=O)N(C)C)ccc34)[C@]12C)C(C)C	4	2	0.3	-1	.	-1	0.2	-4	-0.1
Cc1ccc(Nc2ccc([N+](=O)[O-])cn2)cc1Cl	-14	14	-0.6	-3	-0.1	?	2.9	5	-3.2
CN(C)c1ccc(C(=O)c2ccccc2)cc1	5	31*	2.1	-4	2.3	-3	0.2	8	-1.6
CN(C)S(=O)(=O)c1ccc(NC(=O)c2ccc(Br)o2)cc1	.	6	0.9	-2	2.7	-2	-1.5	.	0.5
CCOC(=O)C[n+]1ccc2c([nH]c3ccccc32)c1C	-1	3	-2.2	135*	-1.2	?	1.2	-176	-4.0
COc1cccc(-c2nnc(NC(=O)c3cccs3)s2)c1	3	35*	.	2	0.8	-2	-0.6	0	0.4
COc1ccc(C2Nc3ccccc3C(=O)N2c2ccc(F)cc2)cc1Cn1nnc2ccccc21 (stereo not drawn)	3	6	-2.3	15	3.5	-1	-3.7	-8	1.8
CCOC(=O)c1sc2nc(C)nc(SCC(=O)NC3CCS(=O)(=O)C3)c2c1C (stereo not drawn)	-5	12	.	3	-0.1	3	-0.7	-1	0.9
O=C(CSc1nnc(-c2ccncc2)n1-c1ccc(F)cc1)NNC(=O)c1cccc(O)c1	4	-1	2.4	0	.	6	-0.5	9	1.0
COc1ccc([C@H]2CC(=O)C=C(c3ccc(Cl)cc3C)C2)cc1	1	16	-5.9	6	-0.3	2	-0.3	-4	0.8
COc1cccc(-c2ccc3ncnc(NCc4ccc5c(c4)OCO5)c3c2)c1	9	11	-0.9	5	0.2	-6	-5.1	17	-1.0
COc1ccc(-n2ncc3c2CC(C)(C)CC3NC(=O)CCc2c(C)nn(C)c2C)cc1 (stereo not drawn)	10	0	0.8	-3	0.1	0	-2.1	-3	-0.3
COCCn1c(SCC(=O)Nc2cccc(S(N)(=O)=O)c2)nc2cc(Cl)ccc2c1=O	10	-2	.	0	1.9	-4	-1.8	-9	-0.5
CCOc1ccccc1C(=O)NCC(=O)NCCSc1ccc(Br)cc1	-3	4	-0.7	1	.	5	-1.4	-3	1.4
O=C(CC1SC(=Nc2ccc(OC(F)F)cc2)N(CCC2=CCCCC2)C1=O)Nc1ccccc1F (stereo not drawn)	0	5	.	-1	-2.8	-2	-3.0	0	0.3
CC(=O)c1c(N2CCN(Cc3ccccc3)CC2)[nH]c(-c2ccccc2)nc1=S	-4	-5	-0.4	1	-0.9	-2	0.5	-1	2.9
CCCOc1ccc(-c2c(=O)n(O)c3ccccc3[n+]2[O-])cc1	-6	4	0.8	1	-0.3	-30	-1.1	5	0.8
COC(=O)c1ccc(NC(=O)c2nc(S(=O)(=O)Cc3cccc(C)c3)ncc2Cl)cc1	84*	7	-0.7	2	1.6	2	-0.7	9	-1.2
C/C(=N\NC(=O)c1ccccc1C)c1cccc([N+](=O)[O-])c1	4	10	-2.1	0	0.7	27	-0.6	-6	1.8
Cc1noc(C)c1COc1ccc(C(=O)OCC(=O)N2CC3(C)CC2CC(C)(C)C3)cc1 (stereo not drawn)	-8	3	0.9	-3	-0.4	-18	-1.0	13	-0.3
Brc1cnc(N2CCCCC2)nc1N1CCOCC1	-1	-4	1.6	1	-0.4	-5	0.6	12	0.5
COCn1c(-c2ccccc2)nc2ccccc21	6	-6	.	4	-2.6	1	2.5	-11	0.6
O=C(c1ccc(N2CCCC2=O)cc1)N1CCN(c2ccc(Cl)cc2)CC1	8	6	0.9	3	2.5	-10	0.5	20	-8.2

Shown with two lines to a compound: six of the compounds above.
Values in the order – PrPC surface inh	GDH-TPI counter	Mtb BioA inh	Mtb FBA inh	Mtb UGM inh	BoNT F protease	FadD28 binding	CCHF vOTU inh	BoNT-A LC inh2
COC(=O)c1ccc(NC(=O)c2nc(S(=O)(=O)Cc3cccc(C)c3)ncc2Cl)cc1
    84*	7	-0.7	2	1.6	2	-0.7	9	-1.2
CC(=O)c1c(N2CCN(Cc3ccccc3)CC2)[nH]c(-c2ccccc2)nc1=S
    -4	-5	-0.4	1	-0.9	-2	0.5	-1	2.9
COc1cccc(-c2ccc3ncnc(NCc4ccc5c(c4)OCO5)c3c2)c1
    9	11	-0.9	5	0.2	-6	-5.1	17	-1.0
Cc1noc(C)c1COc1ccc(C(=O)OCC(=O)N2CC3(C)CC2CC(C)(C)C3)cc1 (stereo not drawn)
    -8	3	0.9	-3	-0.4	-18	-1.0	13	-0.3
COc1ccc([C@H]2CC(=O)C=C(c3ccc(Cl)cc3C)C2)cc1
    1	16	-5.9	6	-0.3	2	-0.3	-4	0.8
COCCn1c(SCC(=O)Nc2cccc(S(N)(=O)=O)c2)nc2cc(Cl)ccc2c1=O
    10	-2	.	0	1.9	-4	-1.8	-9	-0.5

Compound activity as filed in PubChem BioAssay.
